AI-2 QS mod – modulates the Vibrio harveyi AI-2 quorum sensing system; Vibrio harveyi JMH597 AI-2 luminescence/OD600 ratio, 9 h; stronger effect = lower value; strain lacks LuxN and CqsS sensors; 0 = neutral-control median; activity change, % at 7.5 µM; 300,000 compounds, 0.4% hits; in the data active means activity change below about -75%, passing the limit was not always enough; inconclusive means no clear call, values can overlap the other calls;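 further: luminescence divided by OD600 gain over 9 h not by final OD600 alone; inactives centre near 13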
Platelet DG rel – platelet dense granule release activity | 300,000 compounds, 0.22% hits | inhibition, %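 (compounds screened at 7.5 µM in platelet-rich plasma)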 | human platelet-rich plasma, SFLLRN dense granule ATP release, luminescence | AID 1663;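 active means mean replicate score, as percent of positive control, at or above 50; inconclusive means mean below 50 but at least one replicate at or above 50; inactive means mean and every replicate below 50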
IEC-6 cytotox – kills IEC-6 intestinal cells in KLF5 counter-screen; IEC-6 cytotoxicity, luminescence viability; inhibition, % at 5 µM; 290,000 compounds, 0.78% hits; in the data active means inhibition above about 22%;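 further: 0% = plate median of test compound wells and 100% = cytotoxic reference compound wells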
HSF1 activator – increases HSF-1 driven luciferase reporter signal. activation, % at 9 µM. NIH3T3-HGL HSF-1 luciferase reporter, MG132, 8 h; 100% = twice DMSO control signal. 300,000 compounds, 1.7% hits;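 active means mean replicate activation of at least 50% with a set share of replicates each reaching 50%; inconclusive means only one of those two conditions met; inactive means mean below 50% and too few replicates reaching it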;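 further: 0% = median of the neutral control wells and 100% = twice that signal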
HDAC3 inhib – human HDAC3 inhibition; O15379; recombinant HDAC3, fluorogenic peptide/trypsin coupled, fluorescence; inhibition, % at 8.3 µM; 320,000 compounds, 0.15% hits; AID 2718; in the data active means inhibition above about 26%, passing the limit was not always enough; inconclusive means no clear call, values can overlap the other calls
Target sequence (O15379 whole entry, looked up): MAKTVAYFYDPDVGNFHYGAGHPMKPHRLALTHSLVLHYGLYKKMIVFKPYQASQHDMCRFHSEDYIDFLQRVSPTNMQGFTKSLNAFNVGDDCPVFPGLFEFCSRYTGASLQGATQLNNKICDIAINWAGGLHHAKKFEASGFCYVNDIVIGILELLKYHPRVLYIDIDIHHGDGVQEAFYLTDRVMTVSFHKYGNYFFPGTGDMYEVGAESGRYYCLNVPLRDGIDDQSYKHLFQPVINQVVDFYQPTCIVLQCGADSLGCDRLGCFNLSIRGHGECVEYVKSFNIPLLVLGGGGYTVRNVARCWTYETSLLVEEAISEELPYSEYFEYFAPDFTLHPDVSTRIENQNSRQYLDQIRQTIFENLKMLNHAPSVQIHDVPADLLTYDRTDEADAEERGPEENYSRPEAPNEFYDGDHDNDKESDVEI
HIF activator – HIF pathway transcriptional activation | U2OS HRE-luciferase reporter, luminescence; normalized: DMSO 0%, desferrioxamine 100% | AID 1910 | activation, % at 7.5 µM (by protocol) | 300,000 compounds, 0.32% hits;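 active means mean activation of at least 10% of the iron chelator positive control signal, with at least half of replicates also reaching 10%; inconclusive means mean and replicate majority disagree about reaching 10%; inactive means mean and most replicates under 10%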
aSyn 5UTR inh – MLPCN primary screen, SNCA 5' untranslated region. alpha-synuclein 5'UTR reporter, inhibitor activity. inhibition, % (tested at 7.5 µM). 300,000 compounds, 0.82% hits; in the data active means inhibition above about 60%; inconclusive means no clear call, values can overlap the other calls;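 further: H4 neuroglioblastoma cells stably carrying SNCA 5'UTR luciferase fusion; 0% = DMSO wells and 100% = positive control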
KLF5 inh – suppresses KLF5 promoter-driven expression; DLD-1 KLF5 promoter-luciferase reporter, luminescence; AID 1700; inhibition, % at 5 µM; 290,000 compounds, 0.23% hits;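 active means inhibition above a per-plate limit of that plate's mean compound inhibition plus 3 SD, cut at about 60% in these data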;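 further: 0% = DMSO wells and 100% = LY294002 at 200 µM; higher means less KLF5 promoter-driven luciferase light; inactives centre near -14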
HSP90 refold inh – inhibitors of HSP90 luciferase refolding in rabbit reticulocyte lysate | luciferase refolding luminescence, 3 h | inhibition, % at 5.6 µM | 290,000 compounds, 0.91% hits | AID 1789;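 active means inhibition above the screen-wide mean plus 3 SD, computed separately per campaign, cut at about 16% in these data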;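 further: 0% = DMSO wells and 100% = 60 µM geldanamycin wells; inhibitors lower the luminescence because luciferase stays unfolded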
HSF1 inhib – HSF1 inhibition | activity change, negative = inhibition, % at 7.5 µM (by protocol) | NIH3T3-HGL HSE-luciferase, MG132-induced, luminescence 8 h; stronger effect = lower value | 300,000 compounds, 0.77% hits;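 active means more than half of replicate wells show activity change below -50%, luminescence cut by over half; inconclusive means some wells, but at most half, below -50%; inactive means no replicate well below -50%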;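 further: luciferase reports HSF-1 transcriptional activity via heat shock element; 0% = median of DMSO wells and -100% = zero luminescence signal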
The depositor's hits bear a star; ? = inconclusive; · = no result given. Rows are unselected; overall some 5% were active at least once.

SMILES	AI-2 QS mod	Platelet DG rel	IEC-6 cytotox	HSF1 activator	HDAC3 inhib	HIF activator	aSyn 5UTR inh	KLF5 inh	HSP90 refold inh	HSF1 inhib
COc1ccc(N2COC3c4cccc5cccc(c45)C32)cc1 (centres undefined)	20	0	-3	0	-5	0.1	-21	-15	12	-5
COc1cccc(/C=C/C(=O)NCc2ccc(S(N)(=O)=O)cc2)c1	16	20	1	1	·	-0.1	-2	-6	-4	-1
O=C1c2ccccc2C(Nc2cccc(C(F)(F)F)c2)N1Cc1ccco1 (centres undefined)	·	-2	4	10	2	-0.1	-14	15	1	5
CC1CCN(CCn2c(=S)[nH]c3ccccc3c2=O)CC1	19	7	-6	-3	-7	2.2	4	-24	1	-6
Cc1cc(Cl)c(S(=O)(=O)N2CCN(c3ccccn3)CC2)cc1OCC(=O)NC1CCCCC1	16	?	-4	24	2	0.3	24	4	2	14
O=C(Nc1cccnc1)c1cc(F)c(F)cc1Cl	29	-2	-6	-10	3	-0.5	-1	-39	-2	-1
O=C(Cn1cc(C(=O)C(F)(F)F)c2ccccc21)N1CCOCC1	16	0	1	-7	·	0.0	7	3	-3	-6
O=C(NCc1cccs1)c1cc(S(=O)(=O)N2CCCCC2)ccc1Cl	27	-5	-1	19	0	0.0	6	-10	4	2
CN1CCCN(C(=O)CC(c2ccccc2)c2ccccc2)CC1	-6	-5	6	-9	-1	-0.1	-8	-16	4	6
CCc1ccccc1NS(=O)(=O)c1ccc(SC)cc1	16	2	1	1	1	0.0	14	15	4	-1
OC1(Cc2cc(-c3ccccc3)no2)CCN(CCCc2ccccc2)CC1	19	-8	-9	16	-1	-1.2	-2	-57	-1	4
CCSc1nnc(NC(=O)CSc2sc3c(O)cc(=O)[nH]c3c2C#N)s1	30	6	-11	4	5	0.5	-4	-21	-2	1
COc1cc(C(=O)NCC(c2cccnc2)N2CCN(c3ccc(F)cc3)CC2)cc(OC)c1OC (centres undefined)	18	-1	1	7	?	-0.1	-23	-43	0	-5
Cc1cc(C)cc(NC(=S)N2CCN(c3ccccn3)CC2)c1	3	-6	1	18	-7	-0.1	5	-3	4	-3
CCOc1ccc(Br)cc1S(=O)(=O)Nc1ccc(C(=O)Nc2ccc(C)cc2)cc1	0	-5	2	11	10	-2.4	-34	-7	-4	2
COC(=O)NC1CSCC1OC(=O)c1ccc(Br)cc1 (centres undefined)	7	-10	2	22	1	-0.6	5	-1	5	6
Cc1nc(NC(C)(C)CO)c([N+](=O)[O-])cc1[N+](=O)[O-]	14	2	3	0	6	0.0	3	18	7	7
O=[N+]([O-])c1ccccc1S(=O)(=O)Nc1ccc(-c2ccc(N3CCCC3)nn2)cc1	40	-15	·	2	·	2.0	-48	·	·	4
CC1(c2ccccc2)NC(=O)N(CCN2C(=O)c3ccccc3C2=O)C1=O (centres undefined)	13	0	3	3	1	-0.3	-4	-1	0	-1
O=C1CSC(=S)N1Cc1cccnc1	0	1	-12	29	1	0.0	-46	-8	0	3
Cc1ccc(C(=O)CSc2n[nH]c(C)n2)cc1	18	5	4	8	15	1.6	-32	-24	0	0
Cc1cc(C)[n+](Cc2ccccc2)cc1C(N)=O	42	-8	·	-5	0	21*	-16	·	·	0
Cc1cc(NC(=O)Cn2ccsc2=N)c([N+](=O)[O-])cc1C	13	-5	2	·	7	0.8	12	-23	-3	·
Cc1cc(C)c2c(N)c(C(=O)NN3CC(=O)N(c4ccccc4)CC3=O)sc2n1	27	-2	-2	-1	-41	-0.1	16	-10	-4	2
N#Cc1nc(Cc2ccccc2)oc1N1CCCC1	-1	?	6	15	3	2.7	-40	-26	2	6
COc1ccc(OC)c(-c2csc(NC(=O)c3ccccc3F)n2)c1	·	-5	-6	10	15	1.6	9	-28	-2	-2
COc1cc(/C=C2/SC(=O)NC2=O)ccc1OCc1ccccc1	33	5	0	45	-2	0.7	-40	-52	-4	22
COc1ccc(Nc2nc(N3CCCC3)nc(N3CCOCC3)n2)cc1	23	3	·	-7	2	-0.5	21	·	·	-3
Nc1ccccc1C(=O)N/N=C1\C2CN3CCN(C2)CC1(c1ccccc1)C3	17	-1	0	44	-20	·	-92	-58	-6	9
CCCOc1cccc(C(=O)Nc2nnn(CCC)n2)c1	14	-6	-5	19	?	-0.6	-88	-49	-3	18
COc1ccc(/C=C/C(=O)c2ccc(NC(=O)c3cccs3)cc2)cc1OC	-6	-6	6	2	-2	4.5	-94	-48	10	4
Cc1ccc(NC(=O)c2c([N+](=O)[O-])c(C(C)(C)C)nn2C)cc1	-11	-19	-4	5	5	0.3	-20	-17	3	-7
COc1ccc(Cl)cc1C(=O)NCC(c1ccco1)N1CCCC1 (centres undefined)	33	-5	8	6	2	0.1	7	-24	3	-5
CCC(c1nnnn1Cc1ccco1)N(CCN1CCOCC1)Cc1cc2cc(C)ccc2[nH]c1=O (centres undefined)	-1	-3	-6	-9	0	0.0	-14	-3	-4	-2
Cc1cc(S(=O)(=O)N2CCCC2)ccc1OCC(=O)N1CCCCC1	45	0	4	-6	-1	-1.0	-7	1	-3	-2
O=C(COc1ccccc1)Nc1ccncc1Cl	-8	-1	-1	17	0	2.5	-56	-26	1	5
Brc1ccc(-c2nnc(-c3ccccc3)c(N3CCSCC3)n2)cc1	15	-4	2	126*	7	2.6	-85	-62	-1	78
COc1ccc2c(C(=O)CCl)c[nH]c2c1	9	12	2	34	6	5.6	14	-2	0	34
Cc1cccc(-n2c(Cn3nc(C)c([N+](=O)[O-])c3C)n[nH]c2=S)c1	9	-3	6	13	14	0.0	6	-5	-2	-3
Cc1ccc(/C=N/NC(=O)Nc2ccccc2)o1	5	12	-3	28	2	2.5	-80	-76	0	17
CCC(c1nnnn1CCOC)N(Cc1cc2c(C)cc(C)cc2[nH]c1=O)CC1CCCO1 (centres undefined)	9	-8	2	4	4	-0.5	-18	9	1	-2
C/C(=N\NC(=O)Cc1ccc(Cl)cc1)c1cccnc1	14	12	3	-10	-1	-0.5	-6	-22	-1	2
COc1cccc(CNC(=O)CCC2CCCN(c3cc(C)nc(N)n3)C2)c1 (centres undefined)	10	4	-1	16	-1	0.0	-2	-38	1	-4
CC1(C)OC(=O)N(CC(=O)Nc2cccc(C(F)(F)F)c2)C1(C)O (centres undefined)	·	6	2	1	1	0.3	13	-6	-4	-4
CCOc1ccc(OCc2ccc(C(=O)N3CCCC3)o2)cc1	19	-1	5	1	-9	1.2	-6	-42	30*	9
COc1ccc(CN2C(=O)[C@@H]3C(c4ccc(F)cc4)=NO[C@@H]3C2=O)cc1	·	·	2	·	-4	·	·	-4	0	·
O=C1C(=O)N(C2CCCC2)C(=O)N1Cc1c(F)cccc1Cl	25	0	-3	·	1	0.3	3	-3	-2	·
NC1=C(c2ccccc2)C(=O)NC1=O	13	-9	-6	-8	-8	-12	5	-5	4	-4
Cc1ccc(C)c(Cn2nc(-c3cc(C)ccc3C)ccc2=O)c1	19	-6	0	11	?	1.3	9	-16	-4	16
COc1ccc(-c2nc(C)ncc2-c2csc(C)n2)c(O)c1	40	-30	-4	0	-1	-0.2	-1	-24	-4	2
OCC1(Cc2ccc(Cl)cc2)CCN(Cc2ccccc2F)CC1	14	6	1	-1	0	-0.5	21	-4	6	2
CS(=O)(=O)c1ccc(Cl)c(NC(=O)COC(=O)c2cccc(C#N)c2)c1	4	16	3	-2	-4	-1.0	6	8	6	-9
COc1ccc(CN(C)C(=O)CNC(=O)Cc2cccc3ccccc23)c(OC)c1OC	43	-3	3	-3	-3	0.9	18	-6	-4	-3
COc1ccc(OCCCC(=O)NCCc2ccc(OC)c(OC)c2)cc1	15	0	1	?	-4	-0.1	1	6	12	5
Cc1cc(=O)[nH]c(SCc2csc(-c3ccccc3)n2)n1	26	-10	-8	25	1	0.3	-15	-26	-2	24
Cc1cc(C)cc(C(=O)NC2C(=O)N3C(C(=O)O)=C(CSc4nnc(C)s4)CSC23)c1 (centres undefined)	9	-4	2	13	7	-1.5	-4	-12	3	5
CCOc1ccc(NC(C)C(=O)N/N=C/c2ccc([N+](=O)[O-])cc2)cc1 (centres undefined)	16	0	-6	3	1	0.0	9	-25	0	-5
CCOC(=O)c1cnc(SCC(=O)OCC(=O)NC2CCS(=O)(=O)C2)nc1N (centres undefined)	2	1	·	10	-2	-0.5	0	·	·	-5
Cn1cc(CN(Cc2ccccn2)C[C@@H]2CCC(=O)N2)c(-c2ccccc2F)n1	12	2	4	7	-7	0.1	9	11	5	-10
Cc1ccc(-n2c(CNC(=O)c3cccs3)nnc2SCC(=O)NO)cc1	16	-12	-3	-13	53*	0.4	-1	-2	-1	-1

(further entries)
SMILES	AI-2 QS mod	Platelet DG rel	IEC-6 cytotox	HSF1 activator	HDAC3 inhib	HIF activator	aSyn 5UTR inh	KLF5 inh	HSP90 refold inh	HSF1 inhib
CC1(C)CC(=O)C2=C(C1)N(c1ccc(Cl)cc1)C(=O)C2(O)C(F)(F)F (centres undefined)	40	3	-2	11	2	-0.3	-7	-5	9	-1
COc1ccccc1C(NC(C)=O)c1c(O)ccc2ccc(O)cc12 (centres undefined)	9	3	·	-6	-7	0.0	13	·	·	7
COc1ccc(CCNCC(O)COc2cccc(C(C)=O)c2)cc1OC (centres undefined)	-1	1	-1	-4	4	-3.9	-3	-39	-4	4
Cc1ccc(-n2nnnc2Sc2nc([N+](=O)[O-])nn2C)cc1	29	-12	6	0	-4	0.1	-71	-25	-3	-2
COc1cc(SC)ccc1C(=O)NCCOc1ccc(C)c(C)c1	48	-6	-5	22	3	1.0	15	-13	4	3
COc1ccc(NC(=O)Cc2c(SC)c3ccccc3n2Cc2ccccc2)cc1	30	-1	-4	4	-3	-25	10	-13	0	0
Cc1ccc(NC(=O)c2ccc(Cn3cc([N+](=O)[O-])cn3)cc2)c(C)c1	-5	3	2	39	-4	0.1	11	-3	-1	-4
CS(=O)(=O)N1CCN(c2ccccc2NC(=O)c2cccnc2Cl)CC1	8	-6	2	8	-4	0.1	-9	-25	1	0
Cc1ccc(C)c(CSc2nnc([C@@H](N)C(C)C)o2)c1	2	-7	-2	-15	8	0.2	-14	-44	-1	5
COc1ccc(OC)c(S(=O)(=O)Nc2ccc(O)c3ccccc23)c1	29	-2	14	29	-2	-0.2	-2	-19	10	7
O=C(COC(=O)/C=C/c1ccccc1)Nc1ccccc1Br	-6	-78	-1	-5	10	0.4	-17	-3	-2	8
Cc1cc(C)cc(N(CC(=O)NC(C)(C)C)C(=O)CCC(=O)Nc2nccs2)c1	5	0	2	1	-2	-0.8	-14	-4	2	4
N=C1/C(=C\c2ccc(OC(=O)c3ccc(F)cc3)cc2)C(=O)N=C2SC(N3CCCC3)=NN12	31	1	-1	-2	0	0.0	3	-31	-3	0

Some of the entries so far, as labelled records.
> CS(=O)(=O)N1CCN(c2ccccc2NC(=O)c2cccnc2Cl)CC1
- AI-2 QS mod = 8
- Platelet DG rel = -6
- IEC-6 cytotox = 2
- HSF1 activator = 8
- HDAC3 inhib = -4
- HIF activator = 0.1
- aSyn 5UTR inh = -9
- KLF5 inh = -25
- HSP90 refold inh = 1
- HSF1 inhib = 0
> O=C(COC(=O)/C=C/c1ccccc1)Nc1ccccc1Br
- AI-2 QS mod = -6
- Platelet DG rel = -78
- IEC-6 cytotox = -1
- HSF1 activator = -5
- HDAC3 inhib = 10
- HIF activator = 0.4
- aSyn 5UTR inh = -17
- KLF5 inh = -3
- HSP90 refold inh = -2
- HSF1 inhib = 8
